VLA-4 inh: inhibition in a human VLA-4 binding assay; P13612; VLA-4 expressing cells, ligand binding flow cytometry; inhibition, % (about 7 µM as worked out from the volumes in the protocol); hit rate 0.2% among 330,000; in the data active means inhibition above about 50%
RPL19A-GFP yeast: alters RPL19A-GFP fluorescence in TOR pathway yeast screen. percent response vs DMSO, % at 10 µM. hit rate 0.3% among 330,000. AID 2025. S. cerevisiae RPL19A-GFP strain, flow cytometry, 3 h; hits give low values;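 active means percent response vs DMSO below 50%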;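 further: median channel GFP fluorescence of the barcoded RPL19A-GFP strain; ratio of sample median GFP to plate DMSO average so 100% = DMSO; lower means less RPL19A-GFP as with rapamycin TOR inhibition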
AGP1 TOR yeast: alters AGP1-GFP fluorescence in TOR pathway yeast screen. GFP response vs DMSO, % at 10 µM. hit rate 0.02% among 320,000. AID 2066. S. cerevisiae AGP1-GFP multiplex flow cytometry, 3 h; GFP as percent of DMSO wells;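 active means GFP response relative to DMSO above a set limit, near screen average plus 3 SD, cut at about 150% in these data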;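 further: median GFP channel fluorescence of the gated AGP1 strain per well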
LAP4-GFP MLPCN: modulators of TOR pathway LAP4-GFP in S. cerevisiae | S. cerevisiae LAP4-GFP multiplex, flow cytometry GFP, 3 h; median GFP as percent of DMSO wells | GFP response vs DMSO, % at 10 µM | hit rate 0.34% among 320,000;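 active means GFP response vs DMSO above a set limit, about the screen mean plus 3 SD, cut at about 150% in these data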
CIT2-GFP yeast: modulators of TOR pathway CIT2-GFP in S. cerevisiae; S. cerevisiae CIT2-GFP strain, flow cytometry, 3 h; 100 means same as DMSO wells; hit rate 0.065% among 320,000; GFP response vs DMSO, % at 10 µM; AID 2029;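 active means GFP response relative to DMSO above a set limit, near the screen mean plus 3 SD, cut at about 150% in these data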;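 further: ratio of well median GFP fluorescence to mean of DMSO wells on the plate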
MEP2 TOR yeast: modulators of TOR pathway MEP2-GFP in S. cerevisiae. S. cerevisiae MEP2-GFP strain, flow cytometry GFP, 3 h; 100% = DMSO control level. GFP response vs DMSO, % at 10 µM. hit rate 0.51% among 330,000;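 active means GFP response versus DMSO above a set limit, roughly screen mean plus 3 SD, cut at about 180% in these data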;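 further: median GFP fluorescence of the barcode-gated MEP2-GFP cells per well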
GRK2 aptamer HTS: blocks RNA aptamer binding to human GRK2; P25098; bead flow cytometry, FAM-aptamer displacement from GRK2; inhibition of aptamer binding, % at 10 µM; hit rate 0.59% among 330,000; AID 488847;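 active means inhibition of aptamer binding above 40%, roughly 3 SD of noise, on plates passing a quality check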;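 further: median bead fluorescence of bound FAM aptamer so fluorescent compounds give negative values; no value below 0 was filed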
Target sequence (P25098 whole entry, looked up): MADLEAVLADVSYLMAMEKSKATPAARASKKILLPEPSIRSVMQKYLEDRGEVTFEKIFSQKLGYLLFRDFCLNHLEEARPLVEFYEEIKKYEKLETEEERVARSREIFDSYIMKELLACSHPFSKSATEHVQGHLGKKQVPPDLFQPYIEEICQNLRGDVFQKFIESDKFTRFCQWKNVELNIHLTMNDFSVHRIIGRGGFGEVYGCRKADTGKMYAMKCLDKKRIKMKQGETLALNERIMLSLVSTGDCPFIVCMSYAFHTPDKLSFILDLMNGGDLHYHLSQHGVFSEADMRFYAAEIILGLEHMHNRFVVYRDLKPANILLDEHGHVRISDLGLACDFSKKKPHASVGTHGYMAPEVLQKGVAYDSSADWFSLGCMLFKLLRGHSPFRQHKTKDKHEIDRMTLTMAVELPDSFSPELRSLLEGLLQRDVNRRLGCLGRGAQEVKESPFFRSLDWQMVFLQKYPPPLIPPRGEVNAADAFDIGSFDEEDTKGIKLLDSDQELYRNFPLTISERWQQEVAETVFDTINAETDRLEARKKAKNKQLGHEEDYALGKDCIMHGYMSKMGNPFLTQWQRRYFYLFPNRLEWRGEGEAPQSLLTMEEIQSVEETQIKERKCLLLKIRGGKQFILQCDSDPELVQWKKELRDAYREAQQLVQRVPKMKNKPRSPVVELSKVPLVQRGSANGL
Yeast superoxide: caloric restriction mimetics inhibiting age-related superoxide in yeast; S. cerevisiae aged cells, superoxide DHE fluorescence; hits give low values; superoxide response (% of plate mean), % at 10 µM; hit rate 0.18% among 330,000;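 active means superoxide response under a set limit, about three screen SD below normal, cut at about 65% in these data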;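 further: yeast aged for seven days with compound at 30 °C before DHE staining; 100% = average MFI of all compound-treated wells on the plate with controls excluded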
* marks the source's active call; other numbers are inactive results; · = not tested or not shown.

SMILES	LAP4-GFP MLPCN	MEP2 TOR yeast	VLA-4 inh	CIT2-GFP yeast	Yeast superoxide	GRK2 aptamer HTS	AGP1 TOR yeast	RPL19A-GFP yeast
Clc1ccc(-n2ncc3c(NCc4ccccn4)ncnc32)cc1	96.7	101.4	-8.2	79.2	86.5	1.0	94.1	97.0
N#Cc1ccccc1CSc1nc(N2CCCCC2)nc(N2CCCCC2)n1	100.1	100.7	9.1	98.5	75.2	0.0	102.8	98.9
CC(C)CSc1nc2ccccc2c(=O)[nH]1	93.3	103.5	2.4	99.8	90.8	0.0	98.8	102.8
CCCN(CCC)C(=O)c1cn(CC)c2ccc(S(=O)(=O)N3CCCCC3)cc2c1=O	98.4	97.7	-4.2	109.0	119.8	2.0	103.8	103.1
O=C(NCc1cccnc1)C1CC(c2ccccc2Cl)=NO1 (stereo not drawn)	93.9	109.7	11.1	111.7	114.0	·	95.0	104.6
O=C(Cc1ccc(Cl)c(Cl)c1)Nc1ccc(S(=O)(=O)Nc2ncccn2)cc1	103.1	93.0	-0.1	99.6	101.8	2.0	94.8	93.2
Cc1ccc(Cl)cc1N1CCN(C(=O)Cn2ncn3cccc3c2=O)CC1	105.0	109.8	11.2	105.3	87.1	0.0	108.9	103.2
O=C(Nc1ccccc1)Nc1ccc(Br)c(Cl)c1	98.6	101.5	1.7	93.8	99.3	0.0	96.3	95.1
CC(C)N=C(NC#N)SCc1ccc(F)cc1	101.8	77.8	-1.5	106.8	95.9	1.0	104.7	100.7
N#CC1=C(N)SC(N)=C(C#N)C1c1cccc(O)c1	117.7	124.4	-11.9	114.4	102.9	0.0	99.3	102.1
O=C(NC(Cc1c[nH]c2ccccc12)C(=O)O)/C(=C\c1ccccc1)NC(=O)c1ccccc1 (stereo not drawn)	93.1	100.5	18.8	112.8	84.1	2.0	107.0	100.6
Cc1ccc2c(c1)c1c3n2CCN(C=O)C3CCC1 (stereo not drawn)	90.1	103.5	13.5	95.0	91.2	1.0	97.0	99.8
CNC(=S)N/N=C/c1ccc(N(C)C)cc1	107.8	107.6	1.1	96.4	98.8	0.0	107.0	113.3
C=C1CCN(C(C(=O)OC)C(C)C)S(=O)(=O)c2ccccc21 (stereo not drawn)	121.1	93.0	-9.2	93.9	97.1	0.0	85.4	98.0
COC(=O)NNC(=O)COc1ccc(Cl)cc1	105.2	108.5	-1.3	109.7	86.6	0.0	114.4	105.3
Cc1noc(NS(=O)(=O)c2ccc(N3C(=O)c4ccccc4C3=O)cc2)c1C	102.9	106.1	5.5	107.5	97.4	4.0	107.4	104.5
CN(Cc1c(F)cccc1Cl)c1nnnn1-c1ccccc1	82.9	86.9	0.7	99.2	87.4	5.0	95.5	94.2
CCN(Cc1ccccc1)C(=O)CSc1ccccc1C(=O)O	101.5	105.2	-2.9	112.1	112.3	1.0	106.4	104.4
CCN(CC)C(=O)CSc1nnc(-c2ccc(O)cc2)n1CC1CCCO1 (stereo not drawn)	102.0	101.5	5.5	99.4	95.8	0.0	101.8	102.4
NC(=O)c1nsc(C(=O)N(c2cccc(F)c2)C(C(=O)NCC2CCCO2)c2c[nH]c3ccccc23)c1N (stereo not drawn)	94.6	101.6	-0.4	91.9	95.9	0.0	101.0	105.3
CCCCN(C)CCCNC(=O)C1CCC(CNS(=O)(=O)c2c(C)cc(C)cc2C)CC1 (stereo not drawn)	92.1	98.8	24.3	102.3	99.7	0.0	93.8	99.6
CCCn1c(=O)[nH]c(=O)c2c1nc(-c1ccc(OC(F)F)c(OC)c1)n2CCOC	101.8	97.2	-0.4	108.8	98.3	0.0	99.3	98.9
C=CCOc1c(Br)cc(CNc2ccc(NC(=O)CCC)cc2)cc1OCC	108.7	101.5	4.4	97.6	95.4	2.0	95.3	95.4
Cc1ccc(-c2nnc(N3CCOCC3)c3ccccc23)cc1S(=O)(=O)NCC1CCCO1 (stereo not drawn)	97.1	97.8	-1.6	103.9	105.5	2.0	99.0	94.4
COCCn1c(N)c(Sc2ccccc2[N+](=O)[O-])c(=O)[nH]c1=O	103.9	102.0	-12.0	108.2	103.4	0.0	106.8	106.8
COC(=O)c1sc(NC(C)=O)c(C(=O)OC)c1C	114.6	98.7	-8.3	101.2	99.7	1.0	90.0	102.9
COc1ccc(Cl)cc1NC(=S)N(Cc1cccnc1)Cc1ccco1	110.5	99.8	0.7	102.6	111.1	1.0	110.0	102.9
CCOC(=O)Cc1nnc(Nc2cccc(C)c2)c2ccccc12	96.8	87.5	21.5	94.6	87.3	92.0*	99.8	98.7
COc1ccccc1-n1c(-c2ccc(F)cc2)coc1=O	92.1	101.8	-11.1	101.6	88.1	0.0	96.9	100.8
O=C(NCCOc1ccccc1)C1CCC(=O)N(CCCN2CCOCC2)C1 (stereo not drawn)	114.7	125.0	-7.2	100.7	86.5	2.0	101.2	103.4

Brought forward from above: 2 entries, then new ones.
SMILES	LAP4-GFP MLPCN	MEP2 TOR yeast	VLA-4 inh	CIT2-GFP yeast	Yeast superoxide	GRK2 aptamer HTS	AGP1 TOR yeast	RPL19A-GFP yeast
COc1ccccc1-n1c(-c2ccc(F)cc2)coc1=O	92.1	101.8	-11.1	101.6	88.1	0.0	96.9	100.8
O=C(NCCOc1ccccc1)C1CCC(=O)N(CCCN2CCOCC2)C1 (stereo not drawn)	114.7	125.0	-7.2	100.7	86.5	2.0	101.2	103.4
CC(=O)c1cccc(NC(=O)Cn2nc(-c3ccc(Cl)cc3)ccc2=O)c1	112.1	91.5	-17.1	98.8	95.3	0.0	99.7	98.0
Cc1ccc(OCC(=O)Nc2ccc3c(c2)OCO3)cc1C	95.5	107.5	3.9	102.0	85.0	0.0	97.3	107.2
CN1CCN(c2ccccc2NC(=S)NC(=O)c2cc3ccccc3o2)CC1	90.5	95.0	11.5	92.6	101.2	0.0	94.7	98.9
O=C(CCN1CCN(c2ccccc2F)CC1)c1ccc(Br)cc1	115.6	108.1	2.3	108.9	107.4	0.0	109.2	106.6
O=C(CN1C(=O)c2ccccc2C1=O)Nc1sc2c(c1C(=O)NCc1ccco1)CCCC2	91.8	101.6	6.3	84.4	99.9	2.0	98.8	98.0
CN(c1ccccc1C(=O)N1CCOCC1)S(C)(=O)=O	106.7	100.9	18.9	102.9	109.9	1.0	110.5	104.7
O=C(CC(C(=O)N1CCc2ccccc21)n1ccnc1)N1CCc2ccccc2C1 (stereo not drawn)	101.3	106.3	15.5	100.1	104.1	4.0	98.2	96.2
O=C(CSc1nnc(C2CCCCC2)n1Cc1ccccc1)NCc1ccco1	89.0	98.1	-2.4	95.6	100.5	2.0	95.1	101.0
CCOC(=O)N1CCN(S(=O)(=O)c2ccc(C(=O)Nc3sc4c(c3C(N)=O)CC(C)(C)NC4(C)C)cc2)CC1	97.7	92.1	0.7	98.2	100.2	0.0	97.9	98.6
COC(=O)c1[nH]c2cccc(OC)c2c1NC(=O)CCN1CCSCC1	105.0	109.0	-12.1	102.1	82.9	3.0	99.4	102.2
CCOc1ccc(NC(=O)CN2C(=O)NC3(CCCCCC3)C2=O)cc1	101.8	98.0	1.1	105.6	75.9	3.0	101.7	100.3
COc1cccc(N2C(=O)Nc3ccccc3C2(O)C(=O)NCc2ccc3c(c2)OCO3)c1 (stereo not drawn)	97.7	101.0	11.3	93.2	104.4	28.0	·	100.7
Cc1cc2c(c(C)c1CCO[C@@H]1O[C@H](CO)[C@@H](O)[C@H](O)[C@H]1O)C(=O)[C@@H](C)[C@@H]2O	98.9	96.7	1.1	89.0	112.3	2.0	96.0	97.5
C/C(=N/NC(=O)c1ccncc1)c1ccc(NC(=O)c2ccccc2)cc1	113.2	112.7	13.0	98.0	103.1	0.0	93.9	102.8
Cc1cc(NS(=O)(=O)c2ccc(NC(=O)COc3ccc(Br)cc3)cc2)nc(C)n1	84.5	86.4	15.8	92.3	81.8	6.0	74.7	88.9
Cn1c(SCC(=O)Nc2ccccc2)nc2c([nH]c3ccccc32)c1=O	100.3	92.8	-4.3	96.8	115.3	14.0	101.2	99.2
CCOC(=O)c1ccc(NC(=O)C(C)NS(=O)(=O)c2ccc(OC)cc2)cc1 (stereo not drawn)	89.3	88.2	-1.0	·	106.5	3.0	97.0	99.1
C=CCN1C(=O)C(Cc2ccc(C)cc2)S/C1=N/N=C/c1ccco1 (stereo not drawn)	93.5	96.0	14.8	101.6	92.8	0.0	98.5	95.9
CCC(C)(C)C(=O)Nc1ccc(OC)cc1[N+](=O)[O-]	113.7	105.6	-2.8	91.0	123.4	0.0	96.7	104.5
O=C(N/N=C/c1ccc(O)cc1)/C(=C/c1ccccc1)CCO	87.6	108.7	-5.3	95.5	77.7	0.0	95.1	103.4
Cc1cc(NC(=O)CSc2nccn2-c2ccc([N+](=O)[O-])cc2)no1	104.8	98.6	2.5	101.2	94.9	0.0	103.3	98.9
C/C(=C(/CCO)SSCC1CCCO1)N(C=O)Cc1cnc(C)nc1N (stereo not drawn)	130.3	97.9	26.1	78.4	107.1	4.0	84.8	100.4
CCOC(=O)C(C)Oc1cccc2c(=O)n(CC(=O)NCc3ccc4c(c3)OCO4)ccc12 (stereo not drawn)	111.2	107.1	4.7	121.6	110.7	1.0	106.8	100.2
C=C(Cl)COc1ccc2c(CC)cc(=O)oc2c1	126.6	92.1	25.7	76.0	81.9	0.0	83.7	93.7
COc1cc(C2OCC3C(c4cc(OC)c(OC)c(OC)c4)OCC23)cc(OC)c1OC (stereo not drawn)	104.6	105.9	0.6	95.6	94.2	0.0	96.2	98.1
Cc1cc(C)cc(N2C(=O)CSC2c2ccccn2)c1 (stereo not drawn)	109.0	100.4	-0.3	107.3	96.1	0.0	105.1	97.4
CCN(CC)C1CCN(C(=O)c2ccc(OC3CCN(Cc4ccccn4)CC3)cc2)C1 (stereo not drawn)	97.0	93.3	-104.1	94.0	79.0	9.0	89.4	99.9
Cc1nnc(SCc2ccc(F)cc2)n1NC/C=C/c1ccccc1	91.7	85.2	17.9	88.5	112.2	1.0	·	87.3

Screening data from PubChem.
